High-throughput results from PubChem BioAssay.
APJ antagonist – antagonists of human APJ apelin receptor; P35414; CHO-K1 APJ beta-arrestin complementation, luminescence; inhibition, % at 20 µM; 330,000 tested, 0.32% active; AID 2521;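 active = inhibition above about 40% at 20 µM, limit read from the data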;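 also: cells challenged with 10 nM apelin-13 agonist together with compound; plate controls were apelin-13 plus DMSO wells for no effect and DMSO wells lacking apelin-13 for full effect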
Target sequence (P35414 whole entry, looked up): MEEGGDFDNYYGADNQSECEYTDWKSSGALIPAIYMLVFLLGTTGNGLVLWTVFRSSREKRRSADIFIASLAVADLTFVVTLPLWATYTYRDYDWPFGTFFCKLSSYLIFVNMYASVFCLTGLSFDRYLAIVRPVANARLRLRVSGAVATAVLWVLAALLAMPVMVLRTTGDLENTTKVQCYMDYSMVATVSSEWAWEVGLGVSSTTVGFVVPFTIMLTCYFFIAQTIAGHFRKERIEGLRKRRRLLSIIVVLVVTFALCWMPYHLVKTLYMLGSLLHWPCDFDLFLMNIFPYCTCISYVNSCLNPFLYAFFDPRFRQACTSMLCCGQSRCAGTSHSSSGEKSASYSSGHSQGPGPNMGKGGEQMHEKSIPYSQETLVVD
NLRP3 yeast inh – NALP3 inhibition in yeast. Yeast reconstituted NLRP3/ASC/caspase-1, beta-gal luminescence, 24 h. inhibition, % at 10 µM. 330,000 tested, 0.39% active;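 active = inhibition of 50% or more; inactive = inhibition below 50%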;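 also: plate controls were induced DMSO wells for no effect and uninduced yeast grown without galactose for full effect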
APJ ag – activates the human apelin receptor APJ; P35414; CHO-K1 APJ PathHunter beta-arrestin, luminescence; 0% DMSO wells, 100% apelin; activation, % at 20 µM; 330,000 tested, 0.11% active; AID 2520;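 active = activation more than six SD over the plate average, tested at 20 µM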;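 also: 0% = DMSO alone and 100% = apelin-13 at 10 nM; some results filed as inactive read as strong as hits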
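Assay system: CHO-K1 cells stably expressing ProLink-tagged human APJ and arrestin–beta-gal acceptor. Compound dosing: 20 µM single point, 1% DMSO. Times: 16-18 h seeding, 90 min dark compound exposure, 60 min detection. Detection: beta-gal luminescence. Evaluation: APJ–arrestin association signal. Controls: negative DMSO alone, positive Apelin-13 at 10 nM.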
tim23-1 inh – tim23-1 yeast growth inhibition. S. cerevisiae tim23-1 growth, BacTiter-Glo luminescence, 24 h. AID 463212. 330,000 tested, 1.3% active. inhibition, % at 20 µM;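 active = growth inhibition of the mutant yeast at or above 50%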;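 also: temperature-sensitive mutant grown at 25 °C; plate controls were DMSO-treated mutant yeast for no effect and medium wells lacking yeast for full effect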
TIM10 inh – inhibits growth of TIM10 yeast strain | 330,000 tested, 1.4% active | AID 463195 | inhibition, % at 10 µM | S. cerevisiae TIM10 strain growth, BacTiter-Glo luminescence, 24 h;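 active = inhibition of 40% or more at the single tested concentration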;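 also: wild-type TIM10 isogenic control strain grown at permissive 25 °C; 0% = DMSO yeast wells and 100% = minimal medium wells without yeast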
beta cell repl – induces beta-cell replication in MIN6 cells; MIN6 cells proliferation, ATPlite luminescence, 48 h; cells starved in 0.2% serum; 100% = growth in 10% serum; proliferation, % at 10 µM; 330,000 tested, 0.29% active; AID 2380;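 active = compounds whose signal lies at least 3.5 SD above the mean of all wells on their plate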;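 also: 0% = DMSO-treated cells in low-serum medium and 100% = 10% serum control; some compounds called inactive have numbers as strong as hits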
tim10-1 inh – growth inhibitors of tim10-1 mutant yeast; S. cerevisiae tim10-1 ts strain growth, BacTiter-Glo, 24 h; inhibition, % at 20 µM; 330,000 tested, 2.2% active; AID 463190;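 active = inhibition of at least 40%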;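 also: mutant grown at 25 °C; 0% = DMSO wells with yeast and 100% = wells holding no yeast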
GRIN3A LBD mod – modulates the human NR3A ligand-binding domain; NR3A LBD differential scanning fluorimetry, Tm shift; 0% = protein alone, 100% = glycine-bound protein; 340,000 tested, 2.5% active; Tm shift relative to glycine control, % at 25 µM;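 active = melting temperature shift of at least 10% of the positive control shift, at one fixed dose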
MPTP inh – permeability transition pore inhibition; 360,000 tested, 1.4% active; isolated mouse mitochondria, Ca2+ swelling absorbance, 30 min; inhibition, % at 10 µM;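 active = inhibition of 50% or more, scaled per plate between neutral and stimulator controls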;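 also: 0% = DMSO wells given calcium and 100% = 1 mM EGTA wells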
Numbers without * were called inactive; / = no result given.

Values in the order – APJ antagonist	NLRP3 yeast inh	APJ ag	tim23-1 inh	TIM10 inh	beta cell repl	tim10-1 inh	GRIN3A LBD mod	MPTP inh
1. Cc1ccc(S(=O)(=O)c2c(N)n(CC3CCOC3)c3nc4ccccc4nc23)cc1 (stereo unspecified)
 : 5	24	3	13	12	-3	3	-15	0.0
2. O=C(NC1CCCCCC1)c1ccc(CS(=O)Cc2ccccc2Cl)o1 (stereo unspecified)
 : 6	4	-9	11	9	-1	11	-6	0.2
3. COCC(=O)N1CCC(n2nnc3cc(C(F)(F)F)ccc32)CC1
 : -8	14	-8	22	-9	-1	5	-2	-0.2
4. CCN(c1ccccc1)S(=O)(=O)c1ccc(C(=O)N(CCN(C)C)c2nc3c(F)cc(F)cc3s2)cc1
 : 14	16	-10	-4	4	-2	-13	/	/
5. O=C(CCC(=O)N1CCSc2ccccc21)NCCc1ccccc1
 : 5	21	-3	17	-2	0	7	0	0.0
6. O=C(COC(=O)c1cccs1)c1ccc2c(c1)OCCO2
 : 0	16	3	23	2	-5	11	2	-0.5
7. COc1ccc(OCC(=O)Nc2ccc3c(c2)nc(CCN2CCC(C)CC2)n3C)cc1
 : -5	10	9	5	0	4	-5	1	-1.8
8. Cc1ccnc(Sc2ccc([N+](=O)[O-])cc2[N+](=O)[O-])n1
 : -11	16	3	40	26	-6	59*	2	4.2
9. O=C(O)c1cc([N+](=O)[O-])ccc1NCc1ccccc1
 : -22	3	0	10	19	-4	21	0	0.7
10. COc1ccccc1NS(=O)(=O)c1ccc(C(=O)NCC(c2ccco2)N(C)C)cc1 (stereo unspecified)
 : -2	17	-4	13	16	0	6	2	1.2
11. CCOc1ccc(-n2c(SCC(=O)OC)nc3sc4c(c3c2=O)CCN(C)C4)cc1
 : 2	-7	0	4	14	-2	-5	0	1.4
12. COC(=O)C1CCN(C(=O)COC(=O)c2cc([N+](=O)[O-])ccc2N2CCOCC2)CC1
 : 7	22	-4	-1	3	-5	-5	-1	-0.7
13. O=C1NN=C(c2ccccc2)CC1c1ccc(Cl)cc1Cl (stereo unspecified)
 : 20	12	0	49	42*	2	50*	0	-0.9
14. O=C(O)CCCNC(=O)/C(=C\c1ccccc1F)NC(=O)c1ccccc1
 : -15	7	-3	4	-14	-2	-3	-5	-2.0
15. COc1ccc(CN(C)C(=O)CSc2nnc(C3CC3)n2C2CC2)cc1
 : 7	14	-2	6	7	-2	17	2	0.4
16. O=S(=O)(O)CCN1CCOCC1
 : 4	14	-3	11	2	-1	7	4	0.7
17. Cc1c(C(=O)c2ccc(F)cc2)c2ccccn2c1CCc1ccccn1
 : -24	-2	0	25	23	1	23	-2	-1.7
18. O=C(/C=C/c1ccccc1Cl)Nn1cnc2ccccc2c1=O
 : 5	5	-4	1	18	-4	15	1	1.1
19. O=C(Nc1ncc2c(n1)-c1ccccc1CC2)c1ccc(Cl)cc1
 : 6	30	1	46	25	3	47*	1	2.2
20. CCOC(=O)C1C(=O)NC(N2CCN(Cc3ccccc3)CC2)=NC1c1ccccc1 (stereo unspecified)
 : -23	-5	-4	12	-2	1	12	-1	-0.6
21. CC(C(=O)N1CCN(c2ccc([N+](=O)[O-])cc2)CC1)N1C(=O)C2CC=CCC2C1=O (stereo unspecified)
 : -1	15	-2	15	13	-4	15	-2	-3.2
22. CCc1nnc(NC(=O)CSc2nnc(CNc3ccc(OC)cc3)n2CC)s1
 : 12	11	-2	4	0	-1	-1	1	0.5
23. C=CCn1c(SCC(=O)c2cc(C)n(CCOC)c2C)nc2sc(C)c(C)c2c1=O
 : 13	0	-3	-6	1	-3	-3	1	-0.5
24. Cc1ccccc1CNC(=O)C1CCC(=O)N(Cc2cccc(F)c2)C1 (stereo unspecified)
 : 8	-1	-4	-10	-14	-2	-1	-1	-0.5
25. Cn1c(CNC(=O)CCNC(=O)c2cccc(Br)c2)cc(=O)n(C)c1=O
 : -9	-16	-4	8	-14	10	14	1	-0.1
26. CC1CCC2(CC1)NC(=O)N(CC(=O)N1CCc3ccccc3C1)C2=O (stereo unspecified)
 : -3	-5	-2	7	-11	-1	11	3	0.1
27. C/C(=C/c1ccccc1)C(=O)N1CCC(C)CC1
 : 11	23	0	19	3	-3	9	0	0.2
28. O=C(CC(Nc1cccc(Cl)c1Cl)C(=O)O)c1ccccc1 (stereo unspecified)
 : 6	14	-1	-2	3	-4	-7	0	5.4
29. CCOc1ccc(OCCC(=O)OCC(=O)Nc2ccc3c(c2)OCO3)cc1
 : 4	12	5	2	-10	-2	2	1	-0.8
30. CCOc1ccccc1/C=C/c1onc(C)c1S(=O)(=O)N1CCC(C(=O)N(CC)CC)CC1
 : 14	11	-3	21	2	4.8*	18	2	-0.9

Random excerpt: four compounds from above
Values in the order – APJ antagonist	NLRP3 yeast inh	APJ ag	tim23-1 inh	TIM10 inh	beta cell repl	tim10-1 inh	GRIN3A LBD mod	MPTP inh
25. Cn1c(CNC(=O)CCNC(=O)c2cccc(Br)c2)cc(=O)n(C)c1=O
 : -9	-16	-4	8	-14	10	14	1	-0.1
24. Cc1ccccc1CNC(=O)C1CCC(=O)N(Cc2cccc(F)c2)C1 (stereo unspecified)
 : 8	-1	-4	-10	-14	-2	-1	-1	-0.5
5. O=C(CCC(=O)N1CCSc2ccccc21)NCCc1ccccc1
 : 5	21	-3	17	-2	0	7	0	0.0
11. CCOc1ccc(-n2c(SCC(=O)OC)nc3sc4c(c3c2=O)CCN(C)C4)cc1
 : 2	-7	0	4	14	-2	-5	0	1.4

Of the compounds above, three contain a COOH group:
Values in the order – APJ antagonist	NLRP3 yeast inh	APJ ag	tim23-1 inh	TIM10 inh	beta cell repl	tim10-1 inh	GRIN3A LBD mod	MPTP inh
9. O=C(O)c1cc([N+](=O)[O-])ccc1NCc1ccccc1
 : -22	3	0	10	19	-4	21	0	0.7
14. O=C(O)CCCNC(=O)/C(=C\c1ccccc1F)NC(=O)c1ccccc1
 : -15	7	-3	4	-14	-2	-3	-5	-2.0
28. O=C(CC(Nc1cccc(Cl)c1Cl)C(=O)O)c1ccccc1 (stereo unspecified)
 : 6	14	-1	-2	3	-4	-7	0	5.4

(continued)
Values in the order – APJ antagonist	NLRP3 yeast inh	APJ ag	tim23-1 inh	TIM10 inh	beta cell repl	tim10-1 inh	GRIN3A LBD mod	MPTP inh
31. O=[N+]([O-])c1cnccc1Nc1ccc(F)cc1
 : -9	15	-1	11	-25	-2	9	0	1.1
32. CCOc1ccccc1-n1c(=S)sc2c(=O)n(-c3ccc(C)cc3)c(=S)[nH]c21
 : 19	-6	-3	9	0	-2	28	0	-0.6
33. O=C(Nc1ccccc1-c1ccccc1)c1ccc(NC(=O)c2ccco2)cc1
 : 3	14	8	2	-3	3	5	-10	-0.3
34. COc1ccc(CC(NC(=O)c2ccccc2)C(=O)NCC(=O)O)cc1 (stereo unspecified)
 : 13	2	-1	-1	-1	-1	-3	5	-2.2
35. Cc1ccc(NC(=O)Nc2nc3ccccc3s2)cc1NC(=O)Nc1nc2ccccc2s1
 : -2	2	-5	23	25	-7	13	28*	-0.3
36. CC(=O)Nc1ccc(C(=O)Nc2ccc(S(=O)(=O)N3CCCC3)cc2)cc1
 : 3	13	0	-4	-17	-1	-5	8	-0.8
37. Cc1ccc([N+](=O)[O-])cc1N(CC(=O)N1CCCCC1)S(C)(=O)=O
 : 3	8	-1	4	4	4	8	-2	-1.1
38. COc1ccc(C2=C(Nc3ccc(F)cc3)c3ccccc3C2=O)cc1
 : 12	21	-4	7	-9	-3	4	0	2.5
39. COCCn1c(-c2ccc(-c3ccccc3Cl)o2)nc2c1c(=O)[nH]c(=O)n2CC(C)C
 : 11	13	-9	6	0	-1	32	1	-0.1
40. O=C(Nc1ccc(Br)cc1)C1CCN(C(=O)c2ccc(F)cc2)CC1
 : 7	11	0	22	11	0	29	-1	-0.4
41. CS(=O)(=O)N(CC(=O)NCc1ccc2c(c1)OCO2)C1CCCCC1
 : -2	5	-1	13	0	0	8	-1	-0.9
42. Cc1cc(C)nc(SCc2ccc(C(=O)NN=C3CCCC3)cc2)n1
 : -14	19	1	31	13	-3	9	-16	0.8
43. O=S(=O)(NC1CC1)c1ccc(S(=O)(=O)N2CCCC3(CCCCC3)C2)cc1
 : -16	8	0	12	0	-3	16	-8	4.2
44. CC(=O)Nc1ccc(OCC(=O)N2CCc3ccccc3C2)cc1
 : 17	2	-4	-3	7	2	-1	-1	-1.4
45. COc1cc(/C=N/NC(=O)CCc2n[nH]c(=O)[nH]c2=O)ccc1O
 : 29	-14	1	6	5	0	12	0	0.9
46. COc1ccc2c(c1)[nH]c1c(=O)n(CCN(C)C)cnc12
 : -26	3	-4	1	17	0	5	1	-0.1
47. CC(C)(C)n1cnnc1Sc1ncccc1[N+](=O)[O-]
 : -6	-1	4	10	-12	-2	-3	1	1.5
48. Cn1ncc2c(NCc3ccccc3)ncnc21
 : 14	10	0	18	12	-1	4	0	-0.3
49. CCC(=O)Nc1ccc2c(c1)N(C(C)=O)c1ccccc1CC2
 : -10	11	-1	-3	5	-4	8	0	-0.3
50. COc1cccc(CN(C)C(=O)c2cc(S(=O)(=O)NCc3ccccc3)ccc2C)c1OC
 : 12	-2	-5	12	-1	5	4	2	0.3
51. O=C1Cc2ccccc2C(c2ccc(Br)cc2)N1 (stereo unspecified)
 : -2	-2	1	0	2	-3	10	-20	3.3
52. CC(C)c1ccc(NC(=O)C(c2ccccc2)N(C)C(=O)CCc2c[nH]c3ccccc23)cc1 (stereo unspecified)
 : 9	2	-1	22	8	-9	10	-2	1.3
53. CCCCC(=O)Nc1ccc2oc(-c3ccncc3)nc2c1
 : 4	22	6	4	14	-1	6	-1	0.6
54. CCc1ccc(C2NC(=S)NC3=C2C(=O)CC(C)(C)C3)cc1 (stereo unspecified)
 : 8	0	-3	12	-8	-3	6	21*	0.0
55. Nn1cc(-c2ccccc2)nc1SCC(=O)Nc1ccc2c(c1)OCO2
 : -5	17	3	29	5	-2	11	-3	-0.2
56. Cc1cc(C)c(S(=O)(=O)N2CCCc3ccccc32)c(C)c1
 : 11	19	-4	29	9	-5	5	0	3.5
57. Cc1cc(C(=O)NCC(=O)O)c(C)o1
 : 16	14	-1	10	14	2	5	0	-0.4
58. CC(C)CCNC(=O)C(=O)Nc1cc2c3c(c1)CC(=O)N3CCC2
 : -11	4	-4	-24	4	-5	17	1	-0.1
59. CCOC(=O)CS(=O)(=O)c1ccc(C(F)(F)F)cn1
 : -11	15	-2	-16	-5	-2	17	-3	4.2
60. CC(C)(C)Nc1c([N+](=O)[O-])c(=O)sc2ccccc12
 : 23	15	-5	71*	60*	-3	55*	5	-0.6
61. COc1ccc2[nH]c3c(NCc4ccco4)ncnc3c2c1
 : -6	-6	3	6	-10	-1	-1	-18	/

Sorted by value in TIM10 inh (high to low): six of the compounds above
nr | structure | APJ antagonist | NLRP3 yeast inh | TIM10 inh | GRIN3A LBD mod | MPTP inh
52 | CC(C)c1ccc(NC(=O)C(c2ccccc2)N(C)C(=O)CCc2c[nH]c3ccccc23)cc1 (stereo unspecified) | 9 | 2 | 8 | -2 | 1.3
49 | CCC(=O)Nc1ccc2c(c1)N(C(C)=O)c1ccccc1CC2 | -10 | 11 | 5 | 0 | -0.3
50 | COc1cccc(CN(C)C(=O)c2cc(S(=O)(=O)NCc3ccccc3)ccc2C)c1OC | 12 | -2 | -1 | 2 | 0.3
33 | O=C(Nc1ccccc1-c1ccccc1)c1ccc(NC(=O)c2ccco2)cc1 | 3 | 14 | -3 | -10 | -0.3
38 | COc1ccc(C2=C(Nc3ccc(F)cc3)c3ccccc3C2=O)cc1 | 12 | 21 | -9 | 0 | 2.5
36 | CC(=O)Nc1ccc(C(=O)Nc2ccc(S(=O)(=O)N3CCCC3)cc2)cc1 | 3 | 13 | -17 | 8 | -0.8
